Assay outcomes deposited in PubChem by several laboratories.
LAP4-GFP MLPCN = modulators of LAP4-GFP expression in yeast, primary screen, S. cerevisiae, multiplex flow cytometry, MLPCN library. 3 h; median GFP as percent of DMSO wells. GFP response vs DMSO, % at 10 µM. actives 0.34% (n = 320,000);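 active = GFP response vs DMSO above a set limit, about the screen mean plus 3 SD, cut at about 150% in these data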
GASC-1 inh = inhibitors of GASC-1 histone demethylase, primary screen, biochemical, fluorescence, DELFIA europium | Lysine-specific demethylase 4C (Homo sapiens), Q9H3R0 | GST-JMJD2C(1-420) H3K9me3 demethylation | inhibition, % at 2.35 µM | actives 0.069% (n = 330,000) | AID 2099, 2009;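 active = more than half of a compound's replicate wells show inhibition beyond 50%, single wells judged on their own value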;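 note: signal counts dimethyl H3K9 product captured on neutravidin plate; 0% = median of DMSO wells and 100% = 0.3 times that DMSO median; strong numbers were not always called active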
Target sequence (Q9H3R0 1-420 limits assumed): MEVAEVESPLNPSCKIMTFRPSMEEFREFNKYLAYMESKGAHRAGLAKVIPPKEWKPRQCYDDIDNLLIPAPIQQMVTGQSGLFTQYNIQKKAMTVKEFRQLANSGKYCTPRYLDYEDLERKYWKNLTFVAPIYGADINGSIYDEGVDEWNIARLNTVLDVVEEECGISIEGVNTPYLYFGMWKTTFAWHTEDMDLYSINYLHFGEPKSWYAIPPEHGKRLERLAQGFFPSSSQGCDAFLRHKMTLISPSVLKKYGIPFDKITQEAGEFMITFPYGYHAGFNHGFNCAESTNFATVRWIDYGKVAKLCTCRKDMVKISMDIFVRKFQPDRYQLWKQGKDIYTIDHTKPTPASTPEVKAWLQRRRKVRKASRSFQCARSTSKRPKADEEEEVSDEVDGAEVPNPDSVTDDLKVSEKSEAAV
MEP2 TOR yeast = modulators of MEP2-GFP levels in yeast, primary screen, S. cerevisiae, multiplex flow cytometry, MLPCN library | S. cerevisiae MEP2-GFP strain, 3 h; 100% = DMSO control level | GFP response vs DMSO, % at 10 µM | actives 0.51% (n = 330,000) | AID 2016, 2009;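 active = GFP response versus DMSO above a set limit, roughly screen mean plus 3 SD, cut at about 180% in these data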;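 note: median GFP fluorescence of the barcode-gated MEP2-GFP cells per well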
AHR act = AHR activators, primary screen, cell-based, luminescence, luciferase reporter, human. Aryl hydrocarbon receptor (Homo sapiens), P35869. AHR-responsive luciferase reporter cells. activation, % at 5 µM. actives 2.5% (n = 320,000); in the data active = activation above about 47%;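 note: 0% = vehicle wells and 100% = reference agonist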
proCasp7 act = procaspase-7 activators, primary screen, counter-screen for procaspase-3 activator project, biochemical, absorbance, HTS, human | Caspase-7 (Homo sapiens), P55210 | recombinant procaspase-7, Ac-DEVD-pNA absorbance 405 nm; D23A/D198A/D206A triple mutant, cannot self-cleave; scale: DMSO 0, 5 µM enzyme 100 | activation, % at 8.5 µM | actives 0.093% (n = 330,000);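 active = percent activation above the screen-wide mean plus 3 SD, cut at about 25% in these data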
Target sequence (P55210 whole entry D23A/D198A/D206A): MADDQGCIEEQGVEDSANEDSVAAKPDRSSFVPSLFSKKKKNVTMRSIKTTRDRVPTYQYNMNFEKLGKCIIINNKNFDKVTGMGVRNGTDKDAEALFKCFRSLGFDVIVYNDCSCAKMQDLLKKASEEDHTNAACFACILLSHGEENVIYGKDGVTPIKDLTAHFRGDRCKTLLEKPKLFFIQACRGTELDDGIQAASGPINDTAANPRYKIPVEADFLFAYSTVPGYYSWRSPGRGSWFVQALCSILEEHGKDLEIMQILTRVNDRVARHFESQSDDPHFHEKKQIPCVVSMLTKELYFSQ
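Assay system: Uncleavable procaspase-7 mutant enzyme / Input: 2 µM procaspase-7 mutant as dispensed / Dosing: single nominal 8.5 µM compound dose, 0.8% DMSO final / Timing: 1 h enzyme–compound preincubation and 2 h substrate reaction, both 25 °C / Detection: p-Nitroaniline absorbance at 405 nm, read at 0 and 120 min / Replication: singlicate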
CR mimetic SO = reduction of superoxide in aged yeast, primary screen, HTS; superoxide response (% of plate mean), % at 10 µM; actives 0.18% (n = 330,000); S. cerevisiae aged cells, superoxide DHE fluorescence; active compounds read low;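 active = superoxide response under a set limit, about three screen SD below normal, cut at about 65% in these data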;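 note: yeast aged for seven days with compound at 30 °C before DHE staining; 100% = average MFI of all compound-treated wells on the plate with controls excluded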
proCasp3 act = activators of human procaspase-3 D3A mutant, primary screen, biochemical, absorbance, PC-3 D3A mutant, single concentration; Caspase-3 (Homo sapiens), P42574; actives 0.11% (n = 330,000); activation, % at 8.5 µM; recombinant procaspase-3 D3A, Ac-DEVD-pNA absorbance 405 nm;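 active = activation above the mean of all tested compounds plus 3 SD, cut at about 21% in these data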;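 note: 0% = DMSO alone and 100% = DMSO wells spiked with extra 5 µM PC-3 D3A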
Target sequence (P42574 whole entry D9A/D28A/D175A): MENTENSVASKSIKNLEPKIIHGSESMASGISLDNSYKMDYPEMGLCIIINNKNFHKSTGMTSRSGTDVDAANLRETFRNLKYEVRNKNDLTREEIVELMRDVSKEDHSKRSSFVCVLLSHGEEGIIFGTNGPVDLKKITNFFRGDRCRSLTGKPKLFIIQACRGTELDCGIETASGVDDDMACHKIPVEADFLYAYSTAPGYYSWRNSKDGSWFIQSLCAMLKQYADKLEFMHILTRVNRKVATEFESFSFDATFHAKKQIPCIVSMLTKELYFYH
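Test system: Procaspase-3 D3A mutant, all three cleavage aspartates alanine | Dosing: Single dose, 8.5 µM nominal compound, 0.8% DMSO | Schedule: 1 h preincubation, 2 h reaction | Technique: 405 nm absorbance of p-nitroaniline, reads at 0 and 120 min | Repeats: One well per compound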
RPL19A-GFP yeast = RPL19A-GFP expression modulators in yeast, primary screen, cell-based, S. cerevisiae, multiplex flow cytometry, MLPCN. actives 0.3% (n = 330,000). S. cerevisiae RPL19A-GFP strain, 3 h; active compounds read low. AID 2025, 2009. percent response vs DMSO, % at 10 µM;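 active = percent response vs DMSO below 50%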;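 note: median channel GFP fluorescence of the barcoded RPL19A-GFP strain; ratio of sample median GFP to plate DMSO average so 100% = DMSO; lower means less RPL19A-GFP as with rapamycin TOR inhibition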
* hit, by the source's call; i = inactive; · = no result given; & = joins results of further samples; [ ] = another dose, or the depositor's remark.

The opening 3 entries as a preview:
SMILES | LAP4-GFP MLPCN | GASC-1 inh | MEP2 TOR yeast | AHR act | proCasp7 act | CR mimetic SO | proCasp3 act | RPL19A-GFP yeast
CCN(CC)C(=O)c1sc(NC(=O)c2cccc([N+](=O)[O-])c2)c(C#N)c1C | 91 | -7 | 106 | -1 | -8 | 94 | -2 | 104
O=C(CCCn1c(=S)[nH]c2cc3c(cc2c1=O)OCO3)N1CCc2ccccc2C1 | 90 | -8 | 91 | 8 | -3 | 94 | -4 | 94
O=C(NCc1ccccn1)c1ccc(OC2CCN(Cc3ccc(F)cc3F)CC2)cc1 | 91 | 15 | 110 | 0 | 0 | 97 | 15 | 101

Main list, repeating the preview:
SMILES | LAP4-GFP MLPCN | GASC-1 inh | MEP2 TOR yeast | AHR act | proCasp7 act | CR mimetic SO | proCasp3 act | RPL19A-GFP yeast
CCN(CC)C(=O)c1sc(NC(=O)c2cccc([N+](=O)[O-])c2)c(C#N)c1C | 91 | -7 | 106 | -1 | -8 | 94 | -2 | 104
O=C(CCCn1c(=S)[nH]c2cc3c(cc2c1=O)OCO3)N1CCc2ccccc2C1 | 90 | -8 | 91 | 8 | -3 | 94 | -4 | 94
O=C(NCc1ccccn1)c1ccc(OC2CCN(Cc3ccc(F)cc3F)CC2)cc1 | 91 | 15 | 110 | 0 | 0 | 97 | 15 | 101
O=C(OCc1ccc(F)cc1)c1cc(S(=O)(=O)N2CCCCC2)ccc1N1CCOCC1 | 98 | -19 | 96 | -1 | 14 | 89 | 0 | 92
CSc1ccc(CNC(=O)Cc2ccc(NC(=O)C3=C(C)OCCS3)cc2)cc1 | 98 | 4 | 98 | 3 | -3 | 84 | 0 | 101
CC(=O)C1C(c2cccc(F)c2)NC(=O)NC1(O)C(F)(F)F (stereo unspecified) | 91 | -1 | 100 | 0 | 1 | 100 | -3 | 100
O=C(CSc1nc2ccccc2s1)N1CCCCC1 | 112 | -1 | 102 | 13 | -7 | 85 | 1 | 102
CCC(C(=O)O)N1C(=O)c2ccccc2C1=O (stereo unspecified) | 101 | -6 | 95 | 2 | 7 | 113 | 0 | 99
O=C(Nc1ccccc1NC(=O)c1ccco1)c1ccccc1 | 76[may fluoresce violet] | 15 | 495*[may fluoresce violet] | 1 | -10 | 101 | 0 | 41*[may fluoresce violet]
Cc1ccccc1NC(=S)NCc1ccc(F)cc1 | 95 | 0 | 109 | -1 | 11 | 87 | 9 | 102
N=C(N)c1ccc(Cl)cc1 | 92 | 12 | 100 | 52* | -5 | 104 | 10 | 101
Cc1sc2ncn(CC(=O)NCCCC(=O)N3CCC(C(N)=O)CC3)c(=O)c2c1C | 90 | 7 | 97 | -1 | 8 | 96 | -3 | 97
O=C(c1ccccc1C(=O)N(c1ccccc1)c1ccccc1)N1CCCCC1 | 99 | i | 114 | 1 | 6 | 110 | 9 | 107
CCCc1cc(=O)oc2cc(C)cc(OCC(=O)NCCCN3CCCC3=O)c12 | 94 | 12 | 94 | 2 | 3 | 97 | 4 | 100
CCN(CC)CCN(C(=O)c1ccc(C(=O)c2ccccc2)cc1)c1nc2cc3c(cc2s1)OCO3 | 138 | -4 | 111 | 11 | 2 | 85 | 0 | 100
Cc1ccc(S(=O)(=O)N2CCN(c3ncccn3)CC2)cc1C | 96 | -15 | 107 | 3 | 2 | 112 | 1 | 102
CCN(CC)S(=O)(=O)c1cc(F)ccc1OC | 80 | 10 | 89 | 1 | 2 | 106 | 0 | 97
Cc1cccc2c1-c1sc(C(=O)Nc3cccnc3)cc1CO2 | 104 | -11 | 107 | 15 | 0 | 158 | -3 | 99
COc1ccc(OC)c(C(O)c2coc3ccc(O)c(CN(C)C)c23)c1 (stereo unspecified) | 105 | 1 | 101 | 1 | 8 | 93 | 4 | 100
CC(C)Oc1ccc(S(=O)(=O)N2CCOCC2)cc1NC(=O)C1COc2ccccc2O1 (stereo unspecified) | 106 | · | 104 | 1 | 1 | 83 | -1 | 100
CCO[C@H]1OC(C(=O)N2CCN(Cc3ccc4c(c3)OCO4)CC2)=C[C@@H](c2ccc(Br)cc2)[C@@H]1CCCO | 108 | 5 | 96 | 5 | -5 | 96 | 4 | 102
O=C(COc1cccnc1[N+](=O)[O-])Nc1ccc(Cl)c(S(=O)(=O)N2CCOCC2)c1 | 108 | 3 | 97 | 1 | 9 | 103 | 3 | 94
COc1ccc(NC(=O)Nc2ccc3c(c2)C(=O)N([C@H](C)CO)C[C@H](C)[C@@H](CN(C)C(=O)NC2CCCCC2)O3)cc1 | 97 | -2 | 103 | -2 | -4 | 106 | 8 | 105
CSc1ccc(CN2CCCCCC2)cc1 | 96 | 11 | 108 | 1 | 3 | 93 | 0 | 108
O=C(O)Cn1c(=O)c2c3c(sc2n(Cc2ccccc2)c1=O)CCCC3 | 97 | -6 | 107 | 0 | -1 | 106 | 11 | 105
(listing goes on)
SMILES | LAP4-GFP MLPCN | GASC-1 inh | MEP2 TOR yeast | AHR act | proCasp7 act | CR mimetic SO | proCasp3 act | RPL19A-GFP yeast
CC1=C(C)C(C)=C(C#N)C(=C(C#N)C#N)N1 | 112 | -8 | 100 | -2 | 3 | 107 | 7 | 100
C=CCOc1ccccc1OCC(O)CNC(C)C (stereo unspecified) | 116 | · | 103 | 3 | -8 | 121 | 2 | 99
CC(C)c1c(O)nc(SCC(=O)N2CCCCC2)[nH]c1=O | 81[may fluoresce violet] | 8 | 241*[may fluoresce violet] | 0 | 1 | 82 | 2 | 66[may fluoresce violet]
O=C(COc1ccc(C(=O)c2ccccc2)cc1)NCC1CCCCC1 | 89 | 2 | 103 | -1 | -4 | 104 | 0 | 98
Cc1cccc(NC(=O)c2ccc(OCc3c(C)noc3C)cc2)c1C | 93 | 6 | 92 | -2 | 1 | 114 | 4 | 99
COc1ccc(NC(=O)CSc2nnc(C)c3ccccc23)cc1 | 101 | 4 | 108 | -6 | -8 | 90 | -5 | 96
CC(=O)Nc1cccc2c1Cc1ccccc1-2 | 88 | -4 | 104 | -1 | 6 | 96 | 9 | 105
COc1ccc([N+](=O)[O-])cc1NC(=O)c1ccccc1N(C)S(C)(=O)=O | 104 | 23 | 98 | 3 | -3 | 100 | -2 | 97
Cc1ccc(Cn2ccsc2=NC(=O)CCl)cc1 | 117 | · | 93 | 1 | 1 | 108 | 3 | 96
COc1ccc(-c2cc(C(=O)n3cnc4ccccc43)c3ccccc3n2)cc1 | 115 | 3 | 107 | 25 | -3 | 100 | -6 | 100
O=[N+]([O-])c1cc(S(=O)(=O)Nc2ccccc2)ccc1NCc1cccnc1 | 86 | -2 | 97 | 6 | -5 | 105 | -13 | 97
Cc1cc(C)c(OCC(=O)Nc2cc(C(=O)O)cc(C(=O)O)c2)cc1C | 103 | 1 | 95 | 3 | -3 | 98 | -4 | 99
CCn1c(CCC(N)=O)nnc1SCC(=O)Nc1cccc(S(=O)(=O)N2CCCC2)c1 | 97 | · | 95 | -2 | 1 | 96 | -3 | 94
COC(=O)c1ccc2c(c1)N(Cc1ccccc1F)C(=O)c1ccccc1S2=O (stereo unspecified) | 100 | 5 | 100 | 5 | 6 | 116 | -4 | 97
CCOC(=O)Cn1c(=O)sc2ccccc21 | 99 | -9 | 99 | 1 | -3 | 81 | 4 | 95
COc1ccc(/C=C(/C#N)C(=O)Nc2cccnc2)cc1OC | 89 | 14 | 101 | 3 | 0 | 92 | -2 | 106
CNC(=O)c1cc(Nc2nnc(-c3ccc(C)c(S(N)(=O)=O)c3)c3ccccc23)ccc1OC | 89 | 10 | 109 | 4 | -8 | 58* | -3 | 99
CCc1nc(SCc2ccc(OC)c(Br)c2)n[nH]1 | 93 | -24 | 106 | 4 | 17 | 91 | 7 | 105
COc1cc(C2C(C#N)=C(N)N(c3ccc(F)cc3)C3=C2S(=O)(=O)CC3)ccc1O (stereo unspecified) | 102 | 8 | 103 | -1 | -11 | 112 | -9 | 101
CCOC(=O)C1=C(COC(=O)CC(C)c2ccccc2)NC(=O)NC1C (stereo unspecified) | 109 | 2 | 101 | -1 | -4 | 96 | 0 | 99
CCCc1cc(C(=O)N/N=C/c2cccn2C)cs1 | 108 | -9 | 98 | 4 | -5 | 95 | 4 | 99
Brc1ccc(-c2nnc(-c3ccccc3)c(N3CCSCC3)n2)cc1 | 90 | 0 | 103 | 123* | 2 | 94 | -5 | 94
CC(NS(=O)(=O)c1ccc(Cl)cc1)C(=O)NCCC1=CCCCC1 (stereo unspecified) | 102 | -2 | 103 | 1 | -1 | 111 | 0 | 102
CC(C)N1C(=O)CCC1C(=O)NC1CCCC1 (stereo unspecified) | 95 | 48 | 91 | -3 | 7 | 98 | 2 | 97
Cc1ccc(-n2c(Cc3cccs3)nnc2SCC(=O)Nc2ccc(S(N)(=O)=O)cc2)cc1 | 92 | -4&-2 | 99 | 3 | 1 | 107 | -4 | 99
The list continues:
SMILES | LAP4-GFP MLPCN | GASC-1 inh | MEP2 TOR yeast | AHR act | proCasp7 act | CR mimetic SO | proCasp3 act | RPL19A-GFP yeast
Cc1ccc(C(C(=O)NC(C)(C)C)N(Cc2cccnc2)C(=O)C(=O)NC2CCCCC2)o1 (stereo unspecified) | 107 | -8 | 98 | 0 | -10 | 101 | -1 | 97
CCc1nnc(NC(=O)c2ccc(-c3ccc(F)cc3)o2)s1 | 105 | 14 | 108 | 4 | 8 | 100 | 9 | 99
O=C(Nc1ccc(F)cc1)c1nsc(Cl)c1Cl | 83 | 10 | 94 | 83* | 2 | 85 | -7 | 79
COc1ccc(C2Nc3ccccc3C(=O)N2O)cc1CN1CCOCC1 (stereo unspecified) | 94 | -6 | 97 | 9 | 1 | 100 | 4 | 98
O=C(Nc1ccc2c(c1)OCCO2)C1CCN(C(=O)c2ccc(Br)cc2)CC1 | 105 | -5 | 103 | 0 | 14 | 116 | 3 | 98
Nc1ccc2nc(-c3ccccc3)c(-c3ccccc3)nc2c1 | 94 | -7 | 102 | 8 | -4 | 113 | -9 | 103
CCOC(=O)[C@@H]1[C@H]2COc3cc(OC)ccc3[C@@H]2N2C(=O)N(c3ccc(OC)cc3)C(=O)[C@]12C | 100 | -1 | 91 | -1 | 4 | 105 | -2 | 96
CCN(CC)S(=O)(=O)c1cccc(-c2nnc(-c3ccc(C)cc3)o2)c1 | 93 | -18 | 99 | 2 | 5 | 106 | -5 | 103
Cc1ccccc1NCc1ccc(O)c2ncccc12 | 118 | 23 | 161 | 2 | -7 | 101 | 3 | 112
O=C(NCc1ccco1)c1cccc(S(=O)(=O)N2CCCCC2)c1 | 109 | 3 | 98 | 0 | -4 | 94 | 1 | 99
O=C(O)COc1ccc2c(c1)OCCO2 | 84 | -3 | 95 | 0 | 12 | 99 | 4 | 93
COc1ccc(Cc2nc3ccc(C(=O)NC(C)c4cn(C)nc4C)cc3o2)cc1 (stereo unspecified) | 121 | -2 | 111 | 1 | 3 | 112 | -2 | 111
COc1ccccc1-n1cnnc1SCC(=O)N1CC(=O)Nc2ccccc21 | 102 | 17 | 105 | -1 | 3 | 104 | -3 | 100
Cc1cccc(-n2c(SCC(=O)Nc3ncc(Cl)cc3Cl)nc3ccccc32)c1 | 109 | 11 | 102 | 6 | -11 | 101 | -16 | 95
